mcGAS lum: blocks mouse cGAS activity; actives 0.15% (n = 160,000); Q8C6L5; inhibition, % at 12.5 µM; recombinant cGAS, Kinase-Glo ATP depletion luminescence; AID 1259399;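 also: 0% = negative control wells and 100% = reference inhibitor with no enzyme activity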
NPYLR7 ag: activates Aedes aegypti NPYLR7 receptor; activation, % at 10 µM; AID 1259423; HEK293T NPYLR7/Galpha15, GCaMP6s calcium fluorescence; actives 0.15% (n = 270,000); in the data active = activation above about 40%;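 also: 0% = vehicle and 100% = reference agonist at the receptor; some compounds past the cut are filed as inactive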
hcGAS inh: inhibitors of human cGAS; actives 0.081% (n = 290,000); inhibition, % at 12.5 µM; recombinant h-cGAS, ATP depletion, Kinase-Glo luminescence; Q8N884;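 also: 0% = vehicle reaction and 100% = reaction without DNA for no activity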
Target sequence (Q8N884 whole entry, looked up): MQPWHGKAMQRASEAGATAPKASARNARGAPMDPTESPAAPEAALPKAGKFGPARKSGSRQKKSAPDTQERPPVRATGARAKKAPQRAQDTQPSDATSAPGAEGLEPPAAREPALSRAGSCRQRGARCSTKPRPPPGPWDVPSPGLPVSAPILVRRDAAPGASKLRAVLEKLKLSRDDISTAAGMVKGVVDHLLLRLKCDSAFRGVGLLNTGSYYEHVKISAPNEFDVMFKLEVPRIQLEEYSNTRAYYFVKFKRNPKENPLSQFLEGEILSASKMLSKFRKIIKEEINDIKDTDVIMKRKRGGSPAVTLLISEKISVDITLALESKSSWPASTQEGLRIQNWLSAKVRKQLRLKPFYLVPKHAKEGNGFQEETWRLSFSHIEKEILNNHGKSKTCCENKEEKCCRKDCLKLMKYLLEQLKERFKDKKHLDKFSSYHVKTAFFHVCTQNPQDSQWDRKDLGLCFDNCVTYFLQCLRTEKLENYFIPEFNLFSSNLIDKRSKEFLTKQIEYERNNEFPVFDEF
* marks the source's active call; other numbers are inactive results; nt = not tested or not shown. Rule as the data show it, unless noted: active = inhibition above about 40%; inactive = the rest. Outcome played no part in choosing rows; overall some 0.29% were active at least once.

| nr | canonical_smiles | mcGAS lum | NPYLR7 ag | hcGAS inh |
| --- | --- | --- | --- | --- |
| 1 | CC1(C)Cc2c(C#N)c(NC3CCCCC3)nc(-c3ccco3)c2CO1 | nt | 9 | -2 |
| 2 | O=C1CC(NCc2ccncc2)C(=O)N1c1ccc(F)cc1 (stereo not drawn) | nt | 0 | -1 |
| 3 | CC(CNC(=O)NC1CCCC(N(C)C)C1)N1CCOCC1C (stereo not drawn) | nt | 2 | 3 |
| 4 | C=CCNC(=O)NC(=O)CN1C(=O)NC2(CCC(C)CC2)C1=O (stereo not drawn) | nt | 2 | -6 |
| 5 | CCc1nc2ccc(C(=O)N(C)Cc3cnc(C)s3)cc2[nH]c1=O | nt | 4 | -5 |
| 6 | Cc1ccc(/C=C/c2nn3c(-c4cnccn4)nnc3s2)cc1 | -8 | 2 | -5 |
| 7 | CCCCn1c(=O)c2c(nc3n2CCCN3c2ccc(Cl)cc2)n(C)c1=O | -8 | 2 | -7 |
| 8 | CCc1nc2n(n1)C(=O)C(C(c1ccc(OC)c(OC)c1)N1CCCC1)S2 (stereo not drawn) | 0 | -1 | 2 |
| 9 | N#Cc1cc(I)c(O)c([N+](=O)[O-])c1 | nt | -7 | 67* |
| 10 | COCCCn1ccc2nc3ccn(-c4ccccc4)c(=O)c3cc2c1=O | nt | 4 | -4 |
| 11 | CCOc1ccccc1COC(=O)c1cccc(NS(C)(=O)=O)c1 | nt | 2 | -9 |
| 12 | Cc1ccc(-c2nc3c(Nc4cccc(NS(C)(=O)=O)c4)nccc3[nH]2)cc1 | -6 | -4 | -3 |

Values by screen from above.
hcGAS inh, compounds 3–9 → 3, -6, -5, -5, -7, 2, 67*
NPYLR7 ag, compounds 3–9 → 2, 2, 4, 2, 2, -1, -7

Next section
| nr | canonical_smiles | mcGAS lum | NPYLR7 ag | hcGAS inh |
| --- | --- | --- | --- | --- |
| 13 | COc1ccc(N2CCN(C(c3cccs3)C3Sc4nc(C)nn4C3=O)CC2)cc1 (stereo not drawn) | -6 | 0 | -2 |
| 14 | NC(=O)CCc1nn(CN2CCc3ccccc3C2)c(=S)n1CC1CCCO1 (stereo not drawn) | nt | 11 | -2 |
| 15 | CCCCOC(=O)c1ccc(NC(=O)c2cc3c(=O)n(C)c(=O)n(C)c3n2CCC)cc1 | -8 | 0 | -5 |
| 16 | CC(=O)N1CCN(c2cc(Oc3ccc(Cl)c(C)c3)ncn2)CC1 | -10 | -4 | -5 |
| 17 | CN(C)CCN(C(=O)CCS(=O)(=O)c1ccc(F)cc1)c1nc2ccccc2s1 | -6 | -3 | -5 |
| 18 | COc1cc(S(=O)(=O)N2CCN(c3ccccc3C)CC2)ccc1Cl | nt | 3 | -3 |
| 19 | CCOC(=O)C1CCN(CC(=O)N2N=C(c3ccc(C)cc3C)CC2c2cccc(F)c2)CC1 (stereo not drawn) | -5 | -3 | -6 |
| 20 | COc1ccc(-c2cc3c(=O)[nH]nc(SCC(=O)Nc4ccc(C)cc4)n3n2)cc1 | -10 | 4 | -7 |
| 21 | CCCc1c(C(=O)NCc2ccccn2)c(C2CC2)nn1-c1ccc(C)cc1 | -4 | 6 | -5 |
| 22 | Cc1occc1C(=O)Nc1cnn(CC(=O)N2CCc3c([nH]c4ccccc34)C2C(C)C)c1 (stereo not drawn) | -11 | 11 | -9 |
| 23 | CSc1nnc(CC2CCN(C(=O)[C@@H]3CCCN3)CC2)n1C | -15 | 2 | -6 |
| 24 | Cc1cc(C(=O)N2CCC(n3nccc3NC(=O)c3cccc(F)c3)CC2)c(C)o1 | -4 | -2 | -6 |
| 25 | CC(C)C(NC(=O)c1cccs1)C(=O)N1CCCC(c2nncn2C)C1 (stereo not drawn) | nt | -3 | -9 |
| 26 | COc1cccc(/C=C2N=C(/C=C/c3cccc(Cl)c3Cl)OC\2=O)c1 | nt | 0 | -5 |
| 27 | COc1cc(CN(C)C(=O)CC2Sc3ccccc3NC2=O)ccc1OC(F)F (stereo not drawn) | nt | 6 | -4 |
| 28 | O=C(CCc1ccco1)N1CCc2[nH]nc(-c3ccc(C(F)(F)F)cc3)c2C1 | -13 | 18 | -9 |
| 29 | CCc1nc(N(CCC(=O)Nc2ccc(OC)cc2)Cc2ccccc2)c2ccc(Cl)cc2n1 | -5 | 2 | -6 |
| 30 | CCN(C(C)=O)c1nc(/C=C2/SC(=Nc3cccc(C)c3)NC2=O)cs1 | nt | 0 | -7 |
| 31 | CN1[C@@H]2CC[C@H]1CC(OC(=O)C(CO)c1ccccc1)C2 (stereo partly drawn) | nt | -3 | -5 |
| 32 | CC(C)NC(=O)C1(C)CCCN1Cc1ccccc1 (stereo not drawn) | nt | 2 | 1 |
| 33 | CCOC(=O)C(=O)Nc1cc(-c2onc3c2CCc2ccccc2-3)ccc1OC | -3 | 5 | -2 |
| 34 | Cc1ccc(-n2c(=O)c3ccccc3n(CC(=O)NCc3ccco3)c2=O)cc1Cl | -8 | 25 | 0 |
| 35 | CN(CC1CCCN(CCc2cccc(C(F)(F)F)c2)C1)C(=O)c1cc(C2CC2)on1 (stereo not drawn) | -9 | 2 | -6 |
| 36 | C#Cc1cccc(C(=O)N2CCCC(C(=O)c3ccc(OC)cc3C)C2)c1 (stereo not drawn) | -10 | 16 | -6 |
| 37 | COc1ccc(C)c2sc(N(CCCN3CCOCC3)C(=O)c3cc(C)on3)nc12 | -5 | 4 | -8 |
| 38 | CC(/C=C1N=C(/C=C/c2ccc(Cl)cc2Cl)OC\1=O)=C\c1ccccc1 | -1 | 0 | -2 |
| 39 | COc1cc([C@@H]2c3cc4c(cc3[C@H](O)C3COC(=O)[C@@H]32)OCO4)cc(OC)c1OC (stereo partly drawn) | -3 | 11 | -7 |
| 40 | c1cnc(N2CCCC(NCc3cccc(OC4CCCC4)c3)C2)nc1 (stereo not drawn) | -7 | 3 | -3 |
| 41 | Cc1ccc(Cc2nsc(Oc3ccc(CC(=O)NCCc4ccccc4)cc3)n2)cc1 | -5 | 24 | 1 |
| 42 | CN(Cc1nnc2ccccn12)c1ncc(C#N)cc1Cl | -13 | -3 | -3 |
| 43 | CC1C(=O)N(c2ccc3c(c2)OCO3)CCN1C(=O)COc1ccc(Cl)cc1 (stereo not drawn) | -4 | 21 | -3 |
| 44 | CNC(=O)NC(=O)CSc1nnc(SCC(=O)NC(=O)NC)s1 | -2 | -5 | -3 |
| 45 | Cc1ccc(NC(=O)c2ccccc2OCc2cccc(C)c2)nc1 | nt | -8 | 1 |
| 46 | CCOC(=O)C(CC)Sc1ccc2nnc(CCNC(=O)c3ccc(F)cc3)n2n1 (stereo not drawn) | -9 | 3 | -6 |
| 47 | CC(C)COc1nc(-c2ccc3c(c2)OCO3)n(-c2ccc(NC(=O)Cc3cccs3)cc2)n1 | -7 | 16 | -5 |
| 48 | CCC(=O)N1CCC1(C)C(=O)NCc1ccccc1SC (stereo not drawn) | -8 | 7 | -17 |
| 49 | CCC(C)(C)NC(=O)Cn1nnc(CN(C)C(=O)c2ccccc2)n1 | nt | -1 | -9 |
| 50 | CC(C)(c1ccccc1)c1ccc(OCCCCn2cncn2)cc1 | -6 | 1 | -6 |
| 51 | COCCN1CCCC(NS(=O)(=O)c2cccc(C(C)=O)c2)C1 (stereo not drawn) | nt | 1 | -11 |
| 52 | COC(=O)c1sc(N)c(C(=O)OC)c1COC(=O)C1CC2CCCC(C1)C2=O (stereo not drawn) | nt | 2 | -3 |
| 53 | CCc1ccc(CC(=O)N(Cc2cccnc2)c2nc3ccccc3s2)cc1 | -9 | -14 | -8 |
| 54 | O=C(Oc1coc(CSc2ncccn2)cc1=O)c1ccc(S(=O)(=O)N2CCOCC2)cc1 | -6 | -12 | -3 |
| 55 | COC(=O)CC(=O)N[C@H](Cc1ccccc1)C(=O)N1CCC(C(=O)N2CCCCC2)CC1 | -6 | -5 | -1 |
| 56 | O=C1CCCCC1C1(O)C(=O)Nc2ccc(Br)cc21 (stereo not drawn) | nt | 3 | -14 |
| 57 | CCOC1CC1C(=O)Nc1ccccc1NC1CCN(C)CC1 (stereo not drawn) | nt | 6 | -5 |
| 58 | CCN(CC)C(=O)CSc1ncnc2c1nnn2Cc1ccc(F)cc1 | 6 | 7 | -4 |
| 59 | O=C(NCCc1ccccc1)N1CCN(C(c2ccccc2)c2ccccc2)CC1 | 0 | 6 | 4 |
| 60 | O=[N+]([O-])c1cc(C=NN2CCN(c3ccccc3)CC2)ccc1Cl | -1 | -2 | -2 |
| 61 | O=C(Cc1csc(SCC(=O)c2cccs2)n1)NCC1CCCCC1 | 5 | nt | 5 |
| 62 | Cn1cc(/C=C/C(=O)N2CCC3(CCCN(CCc4ccccc4)C3)C2)cn1 (stereo not drawn) | nt | 3 | -8 |
| 63 | CC(CC(=O)OCc1ccccc1)n1ccnc1 (stereo not drawn) | nt | 7 | -10 |
| 64 | Cc1ccc(C)c(C2=NN(C(=O)CN3CCOCC3)C(c3cccc(F)c3)C2)c1 (stereo not drawn) | -5 | -1 | -4 |
| 65 | Fc1cccc(CN2CCN(Cc3cccc(-c4ccccn4)c3)CC2)c1 | -6 | -5 | -1 |
| 66 | CCc1cccc2c(C(CC(=O)NCCc3ccc(OC)c(OC)c3)c3ccccc3C(F)(F)F)c[nH]c12 (stereo not drawn) | -7 | nt | -3 |
| 67 | CCOC(=O)c1c(NC(=O)Cn2cnc([N+](=O)[O-])n2)sc2c1CCC(C(C)(C)C)C2 (stereo not drawn) | -8 | -15 | -3 |
| 68 | COc1ccc(SCCCC(=O)Nc2ncnc3sccc23)cc1 | -8 | 1 | -7 |
| 69 | COCCOC(=O)C1=C(C)N(C)C(=S)NC1c1cccc(NC(=O)Nc2ccc(OC)cc2)c1 (stereo not drawn) | -5 | nt | -3 |
| 70 | O=C(NCc1nccn1CCc1ccccc1)N1CCSCC1 | nt | -24 | -2 |
| 71 | Cc1cc(C(C)(C)C)cc(C)c1CN1C(=O)NC(C)(C)C1=O | -18 | -1 | -2 |
| 72 | Clc1ccc2nc(N/N=C\c3cc4c(cc3Br)OCCO4)nc(-c3ccccc3)c2c1 | 0 | -1 | -1 |

Among those listed so far, 3 have a nitro group on carbon.
| nr | canonical_smiles | mcGAS lum | NPYLR7 ag | hcGAS inh |
| --- | --- | --- | --- | --- |
| 9 | N#Cc1cc(I)c(O)c([N+](=O)[O-])c1 | nt | -7 | 67* |
| 60 | O=[N+]([O-])c1cc(C=NN2CCN(c3ccccc3)CC2)ccc1Cl | -1 | -2 | -2 |
| 67 | CCOC(=O)c1c(NC(=O)Cn2cnc([N+](=O)[O-])n2)sc2c1CCC(C(C)(C)C)C2 (stereo not drawn) | -8 | -15 | -3 |

Next entries
| nr | canonical_smiles | mcGAS lum | NPYLR7 ag | hcGAS inh |
| --- | --- | --- | --- | --- |
| 73 | CC1(C)CC(CN2CC(c3ccncc3)C2)CCO1 (stereo not drawn) | nt | 5 | 0 |
| 74 | COC(=O)C(c1cccc(C#N)c1)N1CCC(CSC)C1 (stereo not drawn) | nt | 6 | -10 |
| 75 | O=C(O)c1cc(N=Nc2c(O)ccc3ccccc23)cc(C(=O)O)c1 | nt | -1 | -5 |
| 76 | CCC(C(=O)N1CCN(c2cc(C)nc(-c3cccc(F)c3)n2)CC1)c1ccccc1 (stereo not drawn) | -3 | -3 | -2 |
| 77 | CCC(O)CN(c1ccccc1)S(=O)(=O)c1c(Cl)nc2ccccn12 (stereo not drawn) | nt | 1 | -4 |
| 78 | O=C(NC1CC1)c1csc(COc2ccc([N+](=O)[O-])cc2)n1 | -10 | 3 | -7 |
| 79 | O=C(C1CCOCC1)N1CCCC(CCc2cccc(C(F)(F)F)c2)C1 (stereo not drawn) | nt | -2 | 1 |
| 80 | O=C(O)c1cc([N+](=O)[O-])ccc1NCCCc1ccccc1 | -3 | 2 | -8 |
| 81 | CCCCCCN(C(=O)Nc1ccccc1C)C(C)c1nc2ccccc2c(=O)n1-c1ccc(C)c(C)c1 (stereo not drawn) | -5 | nt | -3 |
| 82 | CC(=O)NC1C(=O)CC(C)(C)CC1=O | nt | 3 | -5 |
| 83 | O=C(NCC(=O)N1CCC(O)(c2ccccc2)CC1)C1CC1(c1ccccc1)c1ccccc1 (stereo not drawn) | -4 | -11 | -3 |
| 84 | Cc1ccc(C)c(Nc2nc(Nc3ccc(F)cc3)nc3nccnc23)c1 | nt | 3 | 2 |

7 compounds drawn at random from the list so far, as already listed:
| nr | canonical_smiles | mcGAS lum | NPYLR7 ag | hcGAS inh |
| --- | --- | --- | --- | --- |
| 78 | O=C(NC1CC1)c1csc(COc2ccc([N+](=O)[O-])cc2)n1 | -10 | 3 | -7 |
| 74 | COC(=O)C(c1cccc(C#N)c1)N1CCC(CSC)C1 (stereo not drawn) | nt | 6 | -10 |
| 75 | O=C(O)c1cc(N=Nc2c(O)ccc3ccccc23)cc(C(=O)O)c1 | nt | -1 | -5 |
| 73 | CC1(C)CC(CN2CC(c3ccncc3)C2)CCO1 (stereo not drawn) | nt | 5 | 0 |
| 84 | Cc1ccc(C)c(Nc2nc(Nc3ccc(F)cc3)nc3nccnc23)c1 | nt | 3 | 2 |
| 81 | CCCCCCN(C(=O)Nc1ccccc1C)C(C)c1nc2ccccc2c(=O)n1-c1ccc(C)c(C)c1 (stereo not drawn) | -5 | nt | -3 |
| 83 | O=C(NCC(=O)N1CCC(O)(c2ccccc2)CC1)C1CC1(c1ccccc1)c1ccccc1 (stereo not drawn) | -4 | -11 | -3 |

Bioassay records as filed in PubChem BioAssay.
